# Bioassay records: PubChem BioAssay, Emory University Molecular Libraries Screening Center
# 14-3-3 PPI: alters human 14-3-3 gamma binding to Raf peptide; P61981; FP, 14-3-3gamma / TMR-pS259-Raf peptide binding; inhibition, % at 40 µM; 160,000 tested, 0.19% active; AID 422; in the data active = inhibition above about 30%;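 note: 0% = protein plus tracer without compound and 100% = blank with tracer alone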
# Target sequence (P61981 whole entry, looked up): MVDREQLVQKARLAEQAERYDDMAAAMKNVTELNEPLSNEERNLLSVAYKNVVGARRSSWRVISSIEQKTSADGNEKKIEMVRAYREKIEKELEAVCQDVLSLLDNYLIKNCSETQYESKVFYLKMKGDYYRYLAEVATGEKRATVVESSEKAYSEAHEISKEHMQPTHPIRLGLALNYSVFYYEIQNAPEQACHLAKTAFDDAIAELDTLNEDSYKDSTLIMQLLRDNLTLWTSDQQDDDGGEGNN
# * hit, by the source's call; & = joins results of further samples.
14-3-3 PPI	SMILES
3	O=C(C1CCN(S(=O)(=O)c2cccnc2)CC1)N1CCN(c2cccc(Cl)c2)CC1
-4	O=C1c2cccc3cccc(c23)C(=O)N1CCN1CCCCC1
-158	CC(=O)OCCCNc1c(C(=O)O)ccc2c1C(=O)c1ccccc1C2=O
-5	CC1CCCCN1C(=O)Cn1c(=O)n(CCC(=O)NCc2ccco2)c(=O)c2sccc21 (stereo not drawn)
-6	COc1cccc(OC)c1C(=O)N1CCN(c2ccccn2)CC1
-29	CC(C)CCNC(=O)c1ccc(CS(=O)(=O)Cc2ccccc2F)o1
4	CCCOC(=O)NC(CC)COC(=O)Nc1cc(C)ccc1C (stereo not drawn)
-4	O=c1[nH]c(=O)n(CCO)c2nonc12
-14	CCOC(=O)c1c(C)oc2ccc(NS(=O)(=O)c3ccc4c5c(cccc35)C(=O)N4)cc12
-10	Cc1ccc(NCc2nnc(SCC(=O)c3ccccc3)n2Cc2ccco2)c(C)c1
6	O=C(Cn1cc2c(n1)CCCCC2)N1CCc2ccccc2C1
3&1	CCOC(=O)CN1CC23C=CC(O2)C(C(=O)N2CCN(c4ccc(F)cc4)CC2)C3C1=O (stereo not drawn)
-10	COc1cc(NC(=O)c2nn3c(C(F)(F)F)cc(-c4cccs4)nc3c2Br)cc([N+](=O)[O-])c1
-4	O=C(CCCCCn1c(=S)[nH]c2ccccc2c1=O)N1CCCCCC1
0	Cc1ccccc1Cn1c(=O)n(CC(=O)NCc2ccco2)c(=O)c2sccc21
-6	COc1cccc(-c2csc(N3CCN(Cc4ccccc4)CC3)n2)c1
-11	Cc1ccc(-n2ncc3c(=O)[nH]c(SCC(=O)Nc4cc(C)ccc4C)nc32)cc1
0	O=C(O)c1ccc(N2C(=O)C3C4C=CC(C4)C3C2=O)cc1 (stereo not drawn)
-3	Cc1ccc(C2=NC(c3cccnc3)NC(c3ccccc3O)C2)cc1 (stereo not drawn)
-6	Cn1c(=O)[nH]c(=O)c2c1nc(OC(=O)c1ccccc1)n2CC(O)COc1ccc(F)cc1 (stereo not drawn)
-5	O=C(COc1nsnc1N1CCOCC1)Nc1ccccc1
-1	CC1C(=O)C(C)C(c2ccccc2Cl)NC1c1ccccc1Cl (stereo not drawn)
-9	Cn1c(=O)c2c(nc3n(CC45CC6CC(CC(C6)C4)C5)c(-c4ccc(Cl)cc4)cn23)n(C)c1=O
0	Cc1ccc(S(=O)(=O)NC(C)(C)CC(C)(C)C)cc1[N+](=O)[O-]
-23	Cn1c(=O)c2c3c(sc2n2c(SCC(=O)c4ccc(Br)cc4)nnc12)CCC3
-11	COc1nn(-c2nc(-c3cccs3)cc(C(F)(F)F)n2)cc1[N+](=O)[O-]
3	O=C(CCn1c(=S)oc2ccccc21)NCCCN1CCCCC1
-6	O=C(O)CCN(CCC(=O)O)S(=O)(=O)c1ccccc1
-4	O=C(OC(C(=O)NCC1CCCO1)c1ccccc1F)c1ccco1 (stereo not drawn)
-5	CCOc1ccc(-n2cnc3sc(C)c(C)c3c2=O)cc1

# Going on with the list:
14-3-3 PPI	SMILES
-1	C=CCOC(=O)C1=C(C)NC2=C(C(=O)CC(C)(C)C2)C1c1cc(OC)c(OC)cc1[N+](=O)[O-] (stereo not drawn)
-11	COC(=O)COc1nc(C)c(Br)c(OC)n1
1	Cc1ccc(-n2nc3c(c2NC(=O)c2ccc(Cl)cc2)CS(=O)(=O)C3)c(C)c1
-2	CCOC(=O)c1c(NC(=O)CN(CC)CC)sc2c1CCC2
6	COc1ccc(N2C(=O)C3ON(c4ccc(Cl)cc4)C(c4ccc(F)cc4)C3C2=O)cc1 (stereo not drawn)
-14	CC(=O)c1cccc(NC(=O)CN(c2ccc(C)cc2)S(=O)(=O)c2cccc3nonc23)c1
-8	Cc1cc(N2C(=O)C3C(C2=O)C2C=CC3C23CC3)c([N+](=O)[O-])cc1C (stereo not drawn)
-1	COc1cc2c(cc1OC)C(COc1ccc([N+](=O)[O-])cc1)N(C(=O)c1ccc(Br)o1)CC2 (stereo not drawn)
-4	CC(=O)NS(=O)(=O)c1ccc(NC(=O)C2CCCCC2C(=O)O)cc1 (stereo not drawn)
-4	O=c1c2ccccc2nc(SCc2cn3ccsc3n2)n1-c1ccccc1F
-2	O=C(Nc1ccccc1)N(Cc1nnc2n1CCCCC2)c1ccc(I)cc1
-6	CCOc1cccc2cc(C(=O)Nc3nccs3)c(=Nc3ccccc3)oc12
-4	Cc1c(C(=O)Nc2ccccc2F)sc2ncn(CC(=O)N3CCOCC3)c(=O)c12
-6	CC1Cc2nc(SCC(=O)NCc3ccccc3)n(C)c(=O)c2S1 (stereo not drawn)
-1	C1CN=C(NC23CC4CC(CC(C4)C2)C3)C1
-37	CCOc1ccc(C(=O)Nc2ccc(N3CCCC3)cc2)cc1
-94	Cc1c(N=Cc2ccc(-c3ccc(S(=O)(=O)Nc4nccs4)cc3)o2)c(=O)n(-c2ccccc2)n1C
-1	C#CCN1C(=O)C(O)(c2c(C)[nH]c3ccccc23)c2cc(Br)ccc21 (stereo not drawn)
-6	CCOC(=O)CSc1nc2c(sc3cccc(F)c32)c(=O)n1-c1ccc(C)cc1
-8	N#Cc1cc2c(nc1SCC(=O)Nc1ccc3ccccc3c1)CCCCC2
3	COc1ccc(C(=O)Oc2cc(C)cc(OC(=O)c3ccc(OC)cc3)c2)cc1
-2&-32	O=C(CC1N=C2c3ccccc3N=C(SCc3ccc(F)cc3)N2C1=O)NCc1ccco1 (stereo not drawn)
4	COc1ccccc1C1CC(c2ccc(Cl)cc2Cl)Nc2nc(N)nn21 (stereo not drawn)
-3	CC1=C(C(=O)OCCOC(C)C)C(c2cc3c(cc2Br)OCO3)C2=C(CCCC2=O)N1 (stereo not drawn)
-21	O=S(=O)(Nc1nc2ccccc2nc1Nc1ccc2c(c1)OCCO2)c1cccs1
2	COc1ccc(N2CCN(C(c3cccc(OC)c3OC)c3nnnn3C3CCCC3)CC2)cc1 (stereo not drawn)
8	COc1ccc(C2=CC(c3ccc(OC)cc3OC)n3nnnc3N2)cc1 (stereo not drawn)
-3	Cc1ccc(S(=O)(=O)c2nc(-c3ccc(Cl)cc3)oc2N2CCCCC2)cc1
-1	CCN(CC)c1ccc2cc(C(=O)Nc3cccc(Cl)c3)c(=O)oc2c1
-8	CNC(=O)c1c(NC(=O)c2cccs2)sc2c1CCC(C(C)(C)C)C2 (stereo not drawn)

# Individual results from the entries so far.
# Under 14-3-3 PPI, `CC1C(=O)C(C)C(c2ccccc2Cl)NC1c1ccccc1Cl` (stereo not drawn) shows -1
# Under 14-3-3 PPI, `Cc1c(C(=O)Nc2ccccc2F)sc2ncn(CC(=O)N3CCOCC3)c(=O)c12` shows -4
# Under 14-3-3 PPI, `O=C1c2cccc3cccc(c23)C(=O)N1CCN1CCCCC1` shows -4
# Under 14-3-3 PPI, `O=C(O)c1ccc(N2C(=O)C3C4C=CC(C4)C3C2=O)cc1` (stereo not drawn) shows 0
# Under 14-3-3 PPI, `O=C(O)CCN(CCC(=O)O)S(=O)(=O)c1ccccc1` shows -6

# (continued)
14-3-3 PPI	SMILES
-6	Cc1cccc(NC(=O)c2cc(S(=O)(=O)N3CCCCC3C)ccc2F)c1C (stereo not drawn)
-11	Cc1ccc(NC(=O)c2ccc(S(=O)(=O)N(C)C)cc2)c(C)c1
5&-4	Cc1ccc(CS(=O)(=O)CCC(=O)NCc2ccccn2)cc1
1	COc1ccc(-c2cc(C(=O)NCc3ccc(F)cc3)no2)cc1
0	COc1ccc(C2C(=O)N(CCc3ccccc3)CC(=O)N2CCC2=CCCCC2)cc1 (stereo not drawn)
-7	Oc1cc2c(cc1O)C(c1ccccc1)CNCC2 (stereo not drawn)
-5	CCOc1ccc(C(=O)Nc2ccc(C(C)=O)cc2)cc1OCC
-9	O=C(NCc1ccccc1F)c1c(O)c2cccc3c2n(c1=O)CC3
-14	O=C(CSc1nc(NC2CCCCC2)c2ccccc2n1)c1ccccc1
-2	COc1ccc(-n2nc(C(=O)NCC(=O)Nc3ccc(F)cc3)c3ccccc3c2=O)cc1
-5	Cc1ccc(OCC(=O)Nc2cccc(O)c2)cc1C
-7	O=C(CSc1nccn1-c1cccc(Cl)c1)Nc1cccc(Cl)c1
-7	CCOc1cccc(-c2nnc(-c3ccc4c(c3)OCO4)o2)c1
-10	Cn1nnnc1-c1cc(Br)ccc1NC(=O)c1ccccc1
11	CC(=O)Nc1ccc(N=Cc2ccc(C)cc2)cc1
-1	Cc1ccc(N2C(=O)C3CCCCC3C2=O)cc1Cl (stereo not drawn)
5	COC(=O)c1cnn2cccnc12
-3	Cc1ccc(-n2nc3c(c2NC(=O)c2ccc(OC(C)C)cc2)CS(=O)C3)cc1 (stereo not drawn)
0	C=CCSc1nnc2c(n1)OC(c1ccccn1)N(C(=O)CC)c1ccccc1-2 (stereo not drawn)
0	CCCNCc1cc(OCC)c(OCC(N)=O)cc1Br
-14	CCOc1ccc(NC(=O)CN2CCN(CC(=O)Nc3ccc4c(c3)OCCO4)CC2)cc1
-6	CCOc1ccc(C2CC(c3ccccc3F)n3c(nc4ccccc43)N2)cc1Cl (stereo not drawn)
-9	CCN(CC)CCCNC(=O)c1ccc2c(=O)n(C3CCCC3)c(=S)[nH]c2c1
-9	COc1cc(OC)c(OC)cc1C=NCC1OCCc2ccccc21 (stereo not drawn)
-13	CC1CCCCN1CCn1c(=S)[nH]c2cc3c(cc2c1=O)OCO3 (stereo not drawn)
-7	CCc1c(C)nc2ncnn2c1N1CCC(C(=O)N2CCN(c3ccc(F)cc3)CC2)CC1
-9	Cc1cc2nc(-c3cccc(NC(=O)c4ccc(Br)o4)c3C)oc2cc1C
-6	CN(C)/C=N/c1c(C#N)cnn1-c1ccccc1
3	CC(C)(C)n1nc2c(c1NC(=O)c1ccccc1Br)CS(=O)(=O)C2
-12	Cc1sc2ncn(CC(=O)N3CCCC(C)C3)c(=O)c2c1S(=O)(=O)N1CCCCC1 (stereo not drawn)

# The results go on:
14-3-3 PPI	SMILES
-10	CCc1c(C)nc2c(C#N)c(C)[nH]n2c1=O
-2	CCOC(=O)N1CCN(C(=O)c2ccc3c(=O)n(Cc4ccccc4)c(=S)[nH]c3c2)CC1
-16	CCOC(=O)c1c(NC(=O)c2cccc(Cl)c2)sc(C)c1C
1	CCc1c(C#N)c(N)nc(SC)c1C#N
-8&-9	COc1cc2c(cc1O)C(SC)=NC(C)(C)C2
-8	COC(=O)C1=C(C)NC2=C(C(=O)CC(C)(C)C2)C1c1cccs1 (stereo not drawn)
-2	O=C(CN1C(=O)c2ccc([N+](=O)[O-])cc2C1=O)Nc1ccc(F)cc1
-5	O=C1C(Oc2ccc(Cl)cc2)C(c2ccc3c(c2)OCO3)N1c1cccc(Cl)c1 (stereo not drawn)
-7	COc1ccc(-n2nc3c(c2NC(=O)c2ccccc2I)CS(=O)(=O)C3)cc1
0	CCOc1ccc(NC(=O)CN2C(=O)C3CCCN3C2=O)cc1 (stereo not drawn)
-7	CC(=O)Nc1ccc(S(=O)(=O)N(C2=NCC(C)S2)c2ccccc2)cc1 (stereo not drawn)
-8	COC(=O)c1ccc(NC(=O)Nc2ccc(F)cc2)cc1
-5	Cc1nn(-c2ccccc2)c(OC(=O)c2cccc(Br)c2)c1S(=O)(=O)c1ccccc1
-8	CCOC(=O)c1sc2nc(CC(=O)OC)nc(NCc3ccc(F)cc3)c2c1C
5	COc1ccccc1CNC(=O)c1cc(Nc2ccc(C)cc2C)nc2ccccc12
-1	CCOc1ccc(NC(=O)CCSc2nnc3scc(-c4ccc(Cl)cc4)n23)cc1
-6	COc1ccc(C2CC(C(F)(F)F)n3ncc(C(=O)Nc4cccc(C)c4)c3N2)cc1OC (stereo not drawn)
-12	CCC(CO)Nc1nc(C)nc2sc3c(c12)CCCC3 (stereo not drawn)
-6	Cc1ccc2[nH]c3c(=O)n(CCCN4CCN(C)CC4)cnc3c2c1
-5	Cc1cccc(Cn2c(=O)n(-c3ccc(F)cc3)c(=O)c3sccc32)c1
-8	Cc1nc(SCC(=O)CC(=O)OC(C)C)c(C#N)c(C)c1C
2	CCn1cc(/C=N/O)c(C)n1
10	O=C(Nc1ccc(Nc2ccccc2)cc1)c1ccco1
0	CC(C)CCNC(=O)NC(=O)CSc1nnc(-c2ccccc2Br)o1
-5	COc1ccc(-c2nnc3ccc(SCC(N)=O)nn23)cc1OC
-14	CCOC(=O)c1ccc(-n2sc3c(c2=S)-c2cc(C)ccc2N(C)C3(C)C)cc1
-1	O=C1CCCc2c1nc(-c1ccccc1)n2O
0	c1ccc(-c2cnnc(N3CCCC3)n2)cc1
-5	O=c1oc2ccccc2n1CCn1c2ccccc2c2nc3ccccc3nc21
2	CC(C)(C)OC(=O)N1CCC(C(=O)O)CC1
-2	O=C(Cn1c(=O)n(-c2ccc(Cl)cc2)c(=O)c2c3c(sc21)CCC3)N1CCCC1
33*	CCc1ccc(S(=O)(=O)N=C2C=C(Nc3ccc(C(=O)OC)cc3)C(=O)c3ccccc32)cc1
-38	Cn1c(=NC(=O)c2cc(Cl)sc2Cl)sc2cc(F)ccc21

# Rewritten as labelled records: entries from further up.
CCOC(=O)c1sc2nc(CC(=O)OC)nc(NCc3ccc(F)cc3)c2c1C
  14-3-3 PPI: -8
COc1ccc(-n2nc3c(c2NC(=O)c2ccccc2I)CS(=O)(=O)C3)cc1
  14-3-3 PPI: -7
CCc1ccc(S(=O)(=O)N=C2C=C(Nc3ccc(C(=O)OC)cc3)C(=O)c3ccccc32)cc1
  14-3-3 PPI: 33*
O=C1CCCc2c1nc(-c1ccccc1)n2O
  14-3-3 PPI: -1

# In another format: 2 of the compounds above
structure	14-3-3 PPI
Cc1ccc(S(=O)(=O)NC(C)(C)CC(C)(C)C)cc1[N+](=O)[O-]	0
Cn1c(=O)c2c3c(sc2n2c(SCC(=O)c4ccc(Br)cc4)nnc12)CCC3	-23

# Only part of the results is shown (hit frequency here may not be typical).
